# TRAIL sens C8: viability loss with TRAIL in NB7+C8 cells, primary screen, TRAIL sensitizer project, cell-based, ATPlite luminescence. inhibition (viability loss, TRAIL sensitization), % at 10 µM. hit rate 1% among 360,000. AID 624354, 2012;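 active = compounds causing at least 50% loss of cell viability in the single-dose screen, relative to plate controls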
# TROY signal inh: inhibitors of TROY-driven NF-kB signaling, primary screen, Q293 LMP1-TROYcd cells, NF-kB luciferase, uHTS. AID 1347056, 2019. Q293 LMP1-TROYcd NF-kB luciferase reporter, 4 h. hit rate 0.98% among 360,000. inhibition, % at 10 µM;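 active = compounds whose plate-normalised and pattern-corrected inhibition of the luciferase reporter signal at the single screening dose is 50% or more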
# KKLEB tox: cytotoxicity in KKLEB CF airway cells, primary screen, cytotoxicity control for CF NF-kB inhibitor project, cell-based, uHTS, fluorescence assay plates; KKLEB CF airway cells viability, ATPlite luminescence, overnight; hits give low values; cells stimulated with P. aeruginosa culture filtrate; activity change (cytotoxicity), % at 5 µM; hit rate 0.36% among 360,000; AID 602141, 2011;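 active = corrected activity change at or below -50% at 5 µM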
# COUP-TFII inh: NR2F2 transcriptional activity inhibitors, primary screen, cell-based, luciferase reporter, HEK293T, luminescence; COUP transcription factor 2 (Homo sapiens), P24468; HEK293T NGFI-A luciferase reporter; inhibition, % at 8.6 µM; hit rate 0.7% among 370,000; AID 686940, 2013;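 active = inhibition above a per-plate cutoff, mean inhibition of test wells between control levels plus 3 SD, cut at about 38% in these data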;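 note: cells cotransfected with COUP-TFII expression vector driving the NGFI-A reporter; 0% = median of COUP-TF2 test wells and 100% = reporter-only cells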
# Target sequence (P24468 whole entry, looked up): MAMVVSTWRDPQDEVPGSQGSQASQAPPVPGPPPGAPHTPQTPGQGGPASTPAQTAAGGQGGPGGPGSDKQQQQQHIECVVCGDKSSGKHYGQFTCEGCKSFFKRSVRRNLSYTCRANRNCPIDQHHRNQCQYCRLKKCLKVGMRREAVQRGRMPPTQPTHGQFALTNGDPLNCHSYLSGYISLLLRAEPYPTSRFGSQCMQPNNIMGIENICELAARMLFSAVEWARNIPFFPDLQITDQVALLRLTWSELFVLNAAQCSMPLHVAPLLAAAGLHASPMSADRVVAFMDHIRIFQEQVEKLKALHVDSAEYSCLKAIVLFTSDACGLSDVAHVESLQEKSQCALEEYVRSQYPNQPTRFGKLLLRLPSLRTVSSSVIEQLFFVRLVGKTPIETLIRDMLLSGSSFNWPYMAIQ
# LRH-1 inv ag: LRH-1 (NR5A2) inverse agonists, primary screen, cell-based, luminescence, HEK293T, StAR-luciferase reporter; LRH-1 transfected, 24 h; Nuclear receptor subfamily 5 group A member 2 (Homo sapiens), O00482; hit rate 0.13% among 360,000; inhibition, % at 3.6 µM;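 active = inhibition above the mean inhibition of all tested compounds plus 3 SD, cut at about 73% in these data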;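 note: 0% = DMSO wells and 100% = reporter-only cells lacking LRH-1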
# Target sequence (O00482 whole entry, looked up): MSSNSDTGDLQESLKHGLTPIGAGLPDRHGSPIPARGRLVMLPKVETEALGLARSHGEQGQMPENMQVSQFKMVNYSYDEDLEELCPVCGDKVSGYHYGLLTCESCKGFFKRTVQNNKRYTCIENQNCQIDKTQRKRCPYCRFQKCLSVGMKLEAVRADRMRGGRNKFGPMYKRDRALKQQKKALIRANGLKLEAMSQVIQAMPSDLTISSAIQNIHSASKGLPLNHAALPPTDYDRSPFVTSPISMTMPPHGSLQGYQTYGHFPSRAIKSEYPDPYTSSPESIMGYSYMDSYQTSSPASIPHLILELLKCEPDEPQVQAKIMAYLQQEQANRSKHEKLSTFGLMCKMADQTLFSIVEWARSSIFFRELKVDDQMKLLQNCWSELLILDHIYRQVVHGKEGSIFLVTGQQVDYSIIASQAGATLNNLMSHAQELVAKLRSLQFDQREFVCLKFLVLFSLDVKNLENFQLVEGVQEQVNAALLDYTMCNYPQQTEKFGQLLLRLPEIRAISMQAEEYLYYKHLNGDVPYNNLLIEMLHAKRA
# SRC3 inh: SRC3 coactivator transcriptional activity inhibitors, primary screen, cell-based, luminescence | Nuclear receptor coactivator 3 (Homo sapiens), Q9Y6Q9 | HEK293 GAL4-SRC3 luciferase reporter | inhibition, % at 3.6 µM | hit rate 0.17% among 360,000;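 active = inhibition above a per-campaign cutoff, the mean of all compounds plus 3 SD, cut at about 60% in these data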;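 note: 0% = DMSO-treated cells and 100% = gossypol-treated cells at 36 µM; higher means less SRC3-driven luciferase light from the GAL4 reporter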
# EBV LMP1 NFkB: EBV LMP1-driven NF-kappaB luciferase reporter inhibitors, primary screen, cell-based, luminescence, single point. hit rate 0.69% among 350,000. AID 504558, 2011. LMP1-induced NF-kappaB luciferase reporter cells. inhibition, % at 12.5 µM; in the data active = inhibition above about 41%;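 note: 0% = neutral control wells and 100% = reference inhibitor control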
# NCOA1 inh: SRC1 coactivator transcriptional activity inhibitors, primary screen, cell-based, luminescence. HEK293 GAL4-SRC1 luciferase reporter. inhibition, % at 3.6 µM. hit rate 0.12% among 360,000. AID 588354, 2011;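 active = inhibition above the campaign mean plus 3 SD, with each screening campaign given its own cutoff, cut at about 60% in these data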;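 note: 0% = DMSO treated cells and 100% = gossypol at 36 µM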
# NCOA2 inhibitor: inhibition of GAL4-SRC2 driven luciferase reporter, primary screen, SRC2 inhibitor project, cell-based, luminescence; HEK293 GAL4-SRC2 luciferase reporter; hit rate 0.17% among 370,000; Nuclear receptor coactivator 2 (Homo sapiens), Q15596; inhibition, % at 9 µM;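 active = inhibition above the mean inhibition of all tested compounds plus 3 SD, set per campaign, cut at about 52% in these data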;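 note: 0% = DMSO treated cells and 100% = cells given Gossypol at 36 µM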
# CF NFkB inh: inhibitors of PAF-induced NF-kB signaling, primary screen, cell-based, GFP fluorescence, uHTS | hit rate 0.86% among 360,000 | AID 588850, 2011 | inhibition, % at 5 µM | KKLEB NF-kB-GFP reporter, GFP fluorescence overnight;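 active = at least 50% inhibition at 5 µM, scaled per plate between neutral and stimulator controls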;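 note: PAF is a Pseudomonas aeruginosa culture filtrate used as stimulus; plate controls were PAF-stimulated DMSO wells for no effect and unstimulated DMSO wells for full effect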
# TWEAK-Fn14 inh: inhibitors of TWEAK-Fn14 signaling, primary screen, luciferase reporter cells, uHTS; hit rate 2% among 360,000; TWEAK-stimulated Fn14 reporter cells, luciferase luminescence, 8 h; inhibition, % at 10 µM; in the data active = inhibition above about 50%
# Active calls of the source: *; . = not tested or not shown. Rows are unselected; 4.2% or so of the library scored in one or more.
cpd	structure	LRH-1 inv ag	TWEAK-Fn14 inh	TRAIL sens C8	CF NFkB inh	SRC3 inh	TROY signal inh	KKLEB tox	COUP-TFII inh	NCOA1 inh	NCOA2 inhibitor	EBV LMP1 NFkB
1	CCOC(=O)N1CCN(C(=O)CSc2nnc3[nH]c(=O)c(C)c(C)n23)CC1	-10	7	7	-20	-2	28	13	-13	-10	-4	-3
2	COc1ccccc1N1C(=O)CC(Sc2nccc(C)n2)C1=O (stereo not drawn)	11	3	6	14	1	1	-2	-9	3	0	8
3	COc1ccc(NS(=O)(=O)c2cccc(NC(=O)CCC(=O)c3cccs3)c2)cc1	7	1	6	0	7	-16	9	1	-12	5	-9
4	O=C(O)c1ccc2c(c1)C(=O)N(c1ccccc1-c1ccccc1)C2=O	14	-8	-7	12	-2	1	-7	11	-4	-11	0
5	COCCNC(=O)C1(C)Cc2c(-c3cccc(C(N)=O)c3)ccnc2O1 (stereo not drawn)	3	7	3	-20	-6	3	22	-7	-13	15	.
6	COc1ccc(CNC(=O)OCc2nccnc2C(=O)Nc2ccc(Br)cn2)cc1	8	-55	23	23	6	-19	-30	2	-5	11	-5
7	CCC1COCCS(=O)(=O)N1Cc1ccc(Cl)cc1 (stereo not drawn)	0	-1	9	2	-7	0	-11	21	-2	-8	3
8	Cc1ccc(NC(=S)NCc2cccn2C)cc1	8	-2	-11	-6	-14	-16	-6	18	-18	5	-1
9	COc1cc(C=O)ccc1OCc1ccc(Cl)nc1	-53	6	5	4	-45	-41	-6	-34	-43	-23	-15
10	CC(=O)Nc1c(Br)cc(N2C(=O)CCC2=O)cc1Br	-23	-1	-19	4	-5	21	-12	7	-2	5	3
11	COc1cccc(NC(=O)CCS(=O)(=O)c2cc3c(cc2Cl)NC(=O)CO3)c1	-3	2	-13	-1	12	-4	4	18	-12	-13	-1
12	COc1ccc(C2/C=C\CN(C(=O)Nc3ccccc3-c3ccccc3)CC(=O)N2Cc2ccc(F)cc2)cc1 (stereo not drawn)	-6	10	8	22	-11	-2	8	.	2	.	4
13	CN1CCN(c2ccc(-c3cccc(NC(=O)COc4ccc(Cl)cc4)c3)nn2)CC1	-77	14	62*	-9	-63	30	-15	-56	-67	-66	-40
14	CC(=O)c1c(C)[nH]c(C(=O)NC2CCCCC2)c1C	-24	-8	2	-7	1	5	3	-16	-35	-22	14
15	Cc1oc2c(cc(NS(=O)(=O)c3cccs3)c3ccccc32)c1C(=O)OC(C)C	16	-10	0	4	4	24	-2	6	-5	20	-5

# Record cards, as listed above. Order of screens: LRH-1 inv ag, TWEAK-Fn14 inh, TRAIL sens C8, CF NFkB inh, SRC3 inh, TROY signal inh, KKLEB tox, COUP-TFII inh, NCOA1 inh, NCOA2 inhibitor, EBV LMP1 NFkB
# `O=C(O)c1ccc2c(c1)C(=O)N(c1ccccc1-c1ccccc1)C2=O` as listed: 14, -8, -7, 12, -2, 1, -7, 11, -4, -11, 0
# `CC(=O)c1c(C)[nH]c(C(=O)NC2CCCCC2)c1C` as listed: -24, -8, 2, -7, 1, 5, 3, -16, -35, -22, 14

# Later entries.
cpd	structure	LRH-1 inv ag	TWEAK-Fn14 inh	TRAIL sens C8	CF NFkB inh	SRC3 inh	TROY signal inh	KKLEB tox	COUP-TFII inh	NCOA1 inh	NCOA2 inhibitor	EBV LMP1 NFkB
16	CN1C(=O)c2ccc(C(=O)NCc3ccccn3)cc2C1=O	6	-1	-22	5	-26	13	0	-10	-1	12	2
17	CNC(=O)c1cnc(-c2ccccc2)nc1-c1ccccc1	5	9	7	6	-10	5	4	-9	-34	-10	2
18	O=C(CN1CCOCC1)Nc1ncc(Br)cc1Br	4	-5	4	10	7	-3	-3	-12	-15	11	-2
19	CC(C)(C)S(=O)N1Cc2cc(C(=O)NCc3ccc(Oc4ccccc4)cc3)nc(-c3cccc(-c4cc5ccccc5o4)c3)c2[C@@H]1CCO (stereo partly drawn)	-8	-21	13	-1	9	14	-10	.	-9	.	.
20	Cc1cccc(C(C)C)c1NC(=O)C1CCN(S(=O)(=O)c2ccccc2)CC1	2	16	-9	-20	10	3	5	13	13	-4	6
21	Cc1ccc(Nc2cc(Cl)nc(N)n2)c([N+](=O)[O-])c1	-10	-17	9	-10	-9	-11	-7	-17	-9	-39	-12
22	CCOC(=O)C1CCN(C(=O)CCn2c(=O)oc3ccccc32)CC1	-17	-11	1	-3	-20	-10	11	-14	11	5	-12
23	CCOC(=O)C1=C(c2ccccc2)OC(N)=C(C#N)C1c1ccncc1 (stereo not drawn)	8	7	-2	20	7	5	2	-24	-1	0	-2
24	O=C(Nc1cccc(Cl)c1)N1CCCCCC1	-20	-13	4	6	-35	-11	-4	9	-53	-81	-3
25	CCCC(c1nnnn1Cc1cccs1)N1CCN(C2CCCC2)CC1 (stereo not drawn)	3	-6	7	-4	-3	8	8	-7	3	-16	-1
26	COc1ccc(CN2CCC(C(=O)c3ccc(Cl)cc3)CC2)cc1	-3	-15	-8	14	6	29	-10	2	11	-12	-1
27	COc1cccc(/C=C/c2ccc3cccc(O)c3n2)c1OC	-130	82*	36	-63	-94	48	-23	-9	-97	-58	0
28	CC1C=CCC2C(=O)N(c3cccc(C(=O)Nc4ccc(Br)cc4)c3)C(=O)C12 (stereo not drawn)	5	26	0	23	15	17	-16	21	-2	4	0
29	CC(C)(C)c1cc(CN2CCN(CCC#N)CC2)cc(C(C)(C)C)c1O	-15	-5	-7	12	-6	-11	-9	-3	0	16	1
30	Cc1cc(NS(=O)(=O)c2cccs2)no1	13	-1	-1	14	16	-5	-2	-8	-8	4	-6

cpd	structure	LRH-1 inv ag	TWEAK-Fn14 inh	TRAIL sens C8	CF NFkB inh	SRC3 inh	TROY signal inh	KKLEB tox	COUP-TFII inh	NCOA1 inh	NCOA2 inhibitor	EBV LMP1 NFkB
31	CCN(CC)S(=O)(=O)c1ccc(-c2nnc3sc4cccc(C)c4n23)cc1	7	-5	7	22	5	18	-2	19	-22	13	-1
32	CCOc1c(OC)cc(C2C(C#N)=C(N)Oc3n[nH]c(-c4ccncc4)c32)cc1OC (stereo not drawn)	5	-4	-19	-2	6	2	4	0	0	25	-3
33	CCc1ccc(OCC(=O)NC(=S)Nc2ccc(C(=O)O)cc2)cc1	5	-8	-16	-4	4	-20	-3	2	-34	-8	7
34	COc1ccccc1C1C(C(N)=O)=C(C)Nc2ncnn21 (stereo not drawn)	-1	12	-5	-8	-5	-6	5	1	8	-39	4
35	COCCOC(=O)C1=C(C)NC(C)=C(C(=O)OCCOC)C1/C=C/c1ccccc1OC	-2	0	-16	-16	-12	-11	7	-19	-1	-30	14
36	O=C(Nc1ccc(-c2cn3ccccc3n2)cc1)c1cccs1	-196	-27	52*	-65	-56	-58	-48	-51	-103	-38	2
37	Cc1nn(CC(=O)N2CCN(c3cccc(C(F)(F)F)c3)CC2)c(=O)c2cccn12	19	26	-5	19	19	17	-4	0	34	31	5
38	Cc1cc(=O)[nH]c2n[nH]c(-c3ccccc3)c12	-25	-15	-9	-7	-15	-13	10	-18	-24	-46	-12
39	C/C(=C\C(=O)c1ccc(F)cc1)Nc1ccc(N2CCOCC2)cc1	16	23	4	-1	0	12	4	13	3	-6	6
40	CC1CCCCN1CCCNC(=O)CCCN1C(=O)c2cccnc2Sc2ccccc21 (stereo not drawn)	12	-14	-16	-35	17	6	9	.	6	.	2
41	CCOc1cc(/C=C2\SC(=NC)N(C)C2=O)cc(Cl)c1OC(C)=O	2	-49	-2	11	-8	20	-16	6	-24	2	6
42	N#Cc1ccc(-c2ccc(F)cc2)nc1Oc1ccc(F)cc1	-17	4	2	-2	-1	5	-15	5	3	8	-24
43	CC1CCN(C(=O)CCc2ccc(S(=O)(=O)NC(C)(C)C)cc2)CC1	6	14	8	18	7	3	-3	-15	8	-23	2
44	CNc1nc2c(C)cccn2c(=O)c1C=Nc1ccc(OC)cc1	-7	-15	-1	-27	-17	-36	11	1	-3	-5	-5
45	CC(/C=N/n1c(COc2ccccc2)n[nH]c1=S)=C\c1ccccc1	-6	-13	10	1	-9	5	12	4	-6	-8	-2

# The last 4 compounds of the section before are carried over, then new ones follow:
cpd	structure	LRH-1 inv ag	TWEAK-Fn14 inh	TRAIL sens C8	CF NFkB inh	SRC3 inh	TROY signal inh	KKLEB tox	COUP-TFII inh	NCOA1 inh	NCOA2 inhibitor	EBV LMP1 NFkB
42	N#Cc1ccc(-c2ccc(F)cc2)nc1Oc1ccc(F)cc1	-17	4	2	-2	-1	5	-15	5	3	8	-24
43	CC1CCN(C(=O)CCc2ccc(S(=O)(=O)NC(C)(C)C)cc2)CC1	6	14	8	18	7	3	-3	-15	8	-23	2
44	CNc1nc2c(C)cccn2c(=O)c1C=Nc1ccc(OC)cc1	-7	-15	-1	-27	-17	-36	11	1	-3	-5	-5
45	CC(/C=N/n1c(COc2ccccc2)n[nH]c1=S)=C\c1ccccc1	-6	-13	10	1	-9	5	12	4	-6	-8	-2
46	O=C(COC(=O)c1ccccc1F)NC1CCCC1	3	-18	2	-12	2	-17	12	-19	-33	-17	3
47	COc1cccc(-c2nc(Cc3ccc(OC)c(OC)c3)no2)c1	-19	-1	-3	2	-13	-6	9	11	-8	8	-2
48	Cc1c(NC(=O)CN2C(=O)NC3(CCCC3)C2=O)c(=O)n(-c2ccccc2)n1C	-4	-1	-2	2	8	2	-5	-12	-6	7	0
49	O=C(Nc1ccc2c(c1)OCCO2)C1CCN(C(=O)c2ccc(Br)cc2)CC1	-22	-4	1	-4	-10	-18	2	0	-26	-24	6
50	COc1ccc(OC)c(NC(=O)C2C(C(=O)O)C3(Cl)C(Cl)=C(Cl)C2(Cl)C3(Cl)Cl)c1 (stereo not drawn)	20	21	-6	10	8	1	-9	7	-10	-4	-10

# Entries above printed as active in TWEAK-Fn14 inh.
no.	SMILES	LRH-1 inv ag	TWEAK-Fn14 inh	CF NFkB inh	SRC3 inh	COUP-TFII inh	NCOA1 inh	NCOA2 inhibitor	EBV LMP1 NFkB
27	COc1cccc(/C=C/c2ccc3cccc(O)c3n2)c1OC	-130	82*	-63	-94	-9	-97	-58	0

# Compound activity as filed in PubChem.
